# PGK inhibitor = blocks T. brucei phosphoglycerate kinase; P07378; PGK/GAPDH coupled, Kinase-Glo luminescence, 60 min; Potency, µM (series often up to 57.5 µM), inactives show top-dose activity change, negative = inhibition, hits mostly inhibitors; 0.043% of 380,000 active; AID 602233; further: potency means the concentration at half of the fitted maximal effect; on the % scale 0 is the no-effect control and ±100 the full control effect; nearly all actives have a fitted effect of over 60% in size
#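 Luminescent ATP detection (Kinase-Glo Plus) follows a 60-minute room-temperature incubation, with wells lacking PGK as controls. Buffer: 100 mM TEA (pH 7.6), 5 mM MgCl2, 0.01% Tween-20. Coupling enzyme GAPDH (100 nM final) supplies unstable 1,3-BPG in-well.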
# G9a inh = G9a (human) methyltransferase inhibition; Q96KQ7; Potency, µM (doses to about 102 µM), for inactives: at the highest dose activity, negative = inhibition, actives largely listed as inhibitors; G9a H3K9 monomethylation, AlphaScreen, 2 h; 8.8% of 350,000 active; further: potency means the concentration at half of the fitted maximal effect; on the % scale 0 is the no-effect control and ±100 the full control effect; nearly all actives have a fitted effect of over 75% in size
# Target sequence (Q96KQ7 913-1193 limits assumed): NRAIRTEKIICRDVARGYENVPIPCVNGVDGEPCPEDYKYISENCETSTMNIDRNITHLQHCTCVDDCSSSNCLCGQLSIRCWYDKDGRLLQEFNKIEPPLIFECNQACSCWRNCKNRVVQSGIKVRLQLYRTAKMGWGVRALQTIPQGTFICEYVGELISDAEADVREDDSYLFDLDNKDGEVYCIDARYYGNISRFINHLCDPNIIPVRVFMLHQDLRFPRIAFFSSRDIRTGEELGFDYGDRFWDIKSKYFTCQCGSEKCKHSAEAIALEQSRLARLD
#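 Compounds were preincubated with 20 nM G9a for 15 min, after which biotinylated H3K9 peptide (500 nM) and SAM (20 uM) started a 2 h room-temperature reaction. Monomethylated product was quantified by antibody-based AlphaScreen chemiluminescence.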
# Pin1 inh = blocks the human prolyl isomerase Pin1. Q13526. Pin1 FP peptide displacement, HiFluor488, 10 min. Potency, µM (series often up to 115 µM), inactives show top-dose activity, negative = inhibition, most hits filed as inhibitors. 0.009% of 390,000 active; active means well fitted inhibition curve with a large enough effect in the polarisation, with a control signal flat, not every such curve was filed as active; inconclusive means small, poorly fitted or top-dose-only effect, or effect the other way, or a change in a side signal; inactive means no such curve, though single readings can be large or run the other way; the % refers to the polarisation; further: potency means the concentration at half of the fitted maximal effect; on the % scale 0 is the no-effect control and ±100 the full control effect
# GLS inhibitor = glutaminase GLS (human) inhibition | GLS enzymatic activity, qHTS titration | Potency, µM (top dose mostly 45.5 µM), for the others: top-dose activity change, negative = inhibition, usual class: inhibitors | O94925 | 0.21% of 410,000 active; further: potency means the concentration at half of the fitted maximal effect; on the % scale 0 is the no-effect control and ±100 the full control effect
#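 hKGA; 45 mM KH2PO4 pH 8.2 + 0.02% Tween-20; cpd via pin tool; 1 mM Gln soln; GluOx/HRP/Amplex Red; RT 30 min; fluor. t0 & final.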
# BAZ2B inh = BAZ2B (human) inhibition. Q9UIF8. AlphaScreen BAZ2B-H3K14Ac peptide displacement. Potency, µM (top dose mostly 114 µM), for the others: top-dose activity change, negative = inhibition, usual class: inhibitors. 4.4% of 360,000 active; further: potency means the concentration at half of the fitted maximal effect; on the % scale 0 is the no-effect control and ±100 the full control effect; nearly all actives have a fitted effect of over 60% in size
#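 Compounds, titrated to a top concentration of 110 uM, were incubated 30 min at room temperature with preformed BAZ2B/acetyl-K14 H3 peptide complex (50 nM each). Proximity signal was measured by AlphaScreen after 20 min with beads.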
# POLH inh = blocks human DNA polymerase eta activity. Q9Y253. recombinant Pol eta, fluorescent DNA replication assay. Potency, µM (titrated, usually from 114 µM), without a hit: at the highest dose activity change, negative = inhibition, hits mostly inhibitors. 1.2% of 390,000 active; further: potency means the concentration at half of the fitted maximal effect; on the % scale 0 is the no-effect control and ±100 the full control effect
# Target sequence (Q9Y253 whole entry, looked up): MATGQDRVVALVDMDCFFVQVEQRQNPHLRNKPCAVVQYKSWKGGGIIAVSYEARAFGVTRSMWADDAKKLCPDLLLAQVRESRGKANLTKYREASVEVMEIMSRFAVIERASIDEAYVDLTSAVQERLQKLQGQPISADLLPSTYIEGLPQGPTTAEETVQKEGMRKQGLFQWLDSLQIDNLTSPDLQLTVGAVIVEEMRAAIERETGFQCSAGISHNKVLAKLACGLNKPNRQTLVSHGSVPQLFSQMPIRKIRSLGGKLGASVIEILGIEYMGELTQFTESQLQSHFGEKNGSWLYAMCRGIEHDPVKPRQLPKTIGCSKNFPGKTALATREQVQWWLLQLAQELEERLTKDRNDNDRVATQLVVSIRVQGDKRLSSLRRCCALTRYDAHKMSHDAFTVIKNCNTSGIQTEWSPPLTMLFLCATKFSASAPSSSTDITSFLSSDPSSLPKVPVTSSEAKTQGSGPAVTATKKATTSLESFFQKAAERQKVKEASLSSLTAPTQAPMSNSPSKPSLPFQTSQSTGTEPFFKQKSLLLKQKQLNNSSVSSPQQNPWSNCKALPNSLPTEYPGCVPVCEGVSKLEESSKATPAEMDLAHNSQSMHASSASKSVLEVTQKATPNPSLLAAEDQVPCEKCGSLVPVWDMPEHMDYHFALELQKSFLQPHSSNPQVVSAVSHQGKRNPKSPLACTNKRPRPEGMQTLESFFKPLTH
#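 Fluorescent replication assay: 50 nM final substrate added after a 15 min room-temperature compound preincubation with 10 nM enzyme. Signal taken at 0 min and again at 10 min.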
# HP1b binding inh = inhibitors of HP1-beta chromodomain binding to methylated histone tails. 0.56% of 390,000 active. Potency, µM (series often up to 114 µM), for the others: at the top dose activity change, negative = inhibition, most hits filed as inhibitors. P83916. AlphaScreen HP1-beta / biotin-H3K9me3 peptide binding; further: potency means the concentration at half of the fitted maximal effect; nearly all actives have a fitted effect of over 70% in size; inactives centre near 23
#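 HP1-beta protein (50 nM final) preincubated 30 min at room temperature with biotinylated H3(1-18)K9me3 peptide (50 nM) in PBS pH 7.4, 0.01% Tween-20, then compound added for 30 min. AlphaScreen streptavidin donor/nickel chelate acceptor beads (10 ug/mL final), 30 min dark, luminescence read.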
# PI4K2A inh = blocks human PI4K2A kinase activity; Q9BTU6; purified PI4K2A, ADP-Glo luminescence, 1 h; active compounds read low; activity change, negative = inhibition, % at 76.9 µM; 0.13% of 420,000 active; AID 1346378; in the data active means activity change below about -50%; inconclusive means mostly about -30% to -49%;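 further: -100% = wells without enzyme as full effect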
#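 PI4K2A activity was measured by ADP-Glo luminescence: enzyme (4 ug/mL stock) and phosphatidylinositol (1.2 mM stock) in Tris pH 7.5/MgCl2/EGTA/Triton X-100 buffer were reacted with ATP (300 microM stock) for one hour at ambient temperature.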
# JMJD2A Tudor inh = JMJD2A Tudor domain (human) inhibition. 4.4% of 390,000 active. Potency, µM (top dose mostly 114 µM), inactives show at the top dose activity change, negative = inhibition, usual class: inhibitors. AlphaScreen JMJD2A-Tudor / H3K4me3 peptide binding; further: potency means the concentration at half of the fitted maximal effect; on the % scale 0 is the no-effect control and ±100 the full control effect; nearly all actives have a fitted effect of over 50% in size
# An asterisk follows results filed as active; i = inactive; u = inconclusive; x = not tested or not shown; & = joins results of further samples; [ ] = dose if it differs, or a comment. Unless noted, the call rests on the fitted dose curve; in most records, active means well fitted curve in the direction sought with a large enough effect; inconclusive means small, poorly fitted or top-dose-only effect, or another doubt; inactive means no such curve, though single readings can be large; an effect the other way counts as inactive or inconclusive. Not all compounds are listed; rates above refer to the full screens.
SMILES,PGK inhibitor,G9a inh,Pin1 inh,GLS inhibitor,BAZ2B inh,POLH inh,HP1b binding inh,PI4K2A inh,JMJD2A Tudor inh
Cc1ccc(/C(O)=C2\C(=O)C(=O)N(C)C2c2cccc([N+](=O)[O-])c2)cc1 (stereo not given),-9.6%,79.4µM*,1.3%,-1.2%,-21.3%,-9.5%,25.5%,-0.7,-7.5%
Cn1c(Cn2nnc3ccccc32)nnc1SCC(=O)c1ccccc1F,-3.0%,u,-2.8%,12.6%,7.1%,-12.2%,23.4%,1.3,-9.9%
CCOC(=O)Cn1nnc(-c2cccc(OC)c2)n1,x,2.8%[59 µM],3.5%,-0.1%,-0.3%,-8.8%,21.4%,-1.5,-6.4%
Cc1ccc(C)c2[nH]c(=O)c(CCNC(=O)c3ccc(S(=O)(=O)N4CCOCC4)cc3)cc12,-9.7%,-3.1%,5.0%,-2.2%,-6.4%,-12.3%,17.8%,1.7,-14.0%
CCN(CC)C(=O)C12CC3CC(CC(Br)(C3)C1)C2,0.7%,-26.4%,7.3%,7.6%,10.3%,-1.9%,29.8%,5.7,2.8%
O=C(CSc1nnc(COc2ccc(Cl)cc2)o1)Nc1nccs1,-3.8%,x,x,2.4%,x,4.8%,x,5.9,x
COc1cc(NC(=O)CSc2nc3cc(C)ccc3cc2C)c(C(=O)O)cc1OC,-10.5%,u,-28.6%,18.3%,-28.6%,-6.8%,8.9%,0.2,-19.7%
CCOC(=O)C1(Cc2ccccc2)CCCN(C(=O)c2cn[nH]c2)C1 (stereo not given),i,-6.8%,-3.4%,-5.0%,-1.6%,-13.2%,29.5%,-2.2,-5.5%
O=C(CNC(=O)c1cccc(F)c1)N/N=C/c1cccs1,x,0.1%,-12.4%,-8.7%,u,u,15.6%,-0.1,-24.5%
CC(CNC(=O)c1ccc(N)cc1)NC(=O)c1ccc(N)cc1 (stereo not given),-7.9%,-4.1%,0.7%,-6.9%,8.0%,-4.1%,32.2%,-4.7,-5.5%
COc1ccccc1NS(=O)(=O)c1c(C)nc2sccn2c1=O,-0.9%,23.2%,-12.0%,-2.2%,5.8%,-4.4%,15.6%,-1.8,-14.5%
C[C@H](NC(=O)c1ccco1)C(=O)OCC(=O)N1CC(=O)Nc2ccccc21,-2.0%,x,-6.0%,1.7%,x,-25.7%,10.9%[57 µM],-1.2,3.4%
O=C(C1CCN(C2CCN(Cc3ccc4cc(F)ccc4n3)CC2)CC1)N1CCCC1,-7.2%,x,9.4%,4.6%,-5.0%,-6.7%,48.7%[activator],1.7,-6.3%
O=C(CSCCO)Nc1ccc([N+](=O)[O-])cc1,1.1%,x,-9.7%,-1.2%,-4.4%,-16.7%,47.8%[activator],-7.8,4.8%
CCNCC(=O)Nc1c(C)cccc1C,5.4%,-16.1%[59 µM],0.6%,1.9%,18.3%,-8.4%,42.4%[activator],2.1,-16.6%
S=C(NCCc1ccccc1)N1CCc2ccccc2C1,5.4%,25.4%,1.0%,-9.1%,-15.1%,-26.2%,68.5%[activator],4.8,29.2%
Cc1ccc(NC(=O)CCc2nnc3ccc(NCc4ccco4)nn23)nc1,2.7%,-3.4%,-11.5%,1.6%,-12.5%[57.1 µM],20.3%,-7.7%,3.9,u
CCCCOc1cccc(C(=O)N2CCN(CCc3ccncc3)CC2)c1,-18.7%,-0.8%[59 µM],-6.2%,0.6%,-4.1%,-3.3%,41.6%[activator],-3.2,5.3%
Cc1ccc(C(=O)NCC(=O)OCc2cc(=O)n3ccsc3n2)cc1,9.7%,3.2%[59 µM],-8.8%,7.6%,-3.2%,-3.6%,36.2%,-4.3,5.7%
CCS(=O)(=O)N1CCN(C(=O)c2ccc(-c3ccccc3)cc2)CC1,-10.0%,-2.3%[59 µM],-3.1%,11.9%,-2.0%,-4.4%,2.1%,3.0,-8.7%
CCOC(=O)c1ccccc1NC(=O)COC(=O)CC(C)(C)CC1=NS(=O)(=O)c2ccccc2N1,-8.4%,-2.1%[59 µM],12.0%,0.8%,0.4%,-13.9%,23.8%,-2.0,-14.3%
O=C(CSc1ccc(-c2ccco2)nn1)c1ccccc1,0.8%,7.94µM*,u,3.8%,50.1µM*,-8.9%,-3.9%,-0.5,u
Cc1c(NC(=O)C(C)N2C(=O)c3ccccc3C2=O)c(=O)n(-c2ccccc2)n1C (stereo not given),10.2%,5.2%,-3.5%,19.0%,6.5%,-3.7%,12.8%,-0.6,1.0%
O=C(N/N=C/c1sc(N2CCOCC2)nc1-c1ccccc1)c1ccc(O)cc1,-13.6%,x,14.6%,-1.9%,u,-37.7%,8.6%,1.3,-25.3%
Cc1ccc(N2CC(c3nc4ccccc4n3C)CC2=O)cc1C (stereo not given),4.7%,-32.7%,-6.6%,0.6%,3.4%,-18.5%,38.9%,-1.1,-0.7%
Cc1cccc(-c2nc(N3CCN(c4ccc(F)cc4)CC3)c3ccccc3n2)c1,i,5.8%[59 µM],8.4%,3.9%,1.3%,u,31.3%,-0.7,-7.8%
Cc1cc(N2CCN(C)CC2)nc2ccc(NC(=O)c3ccc(C(C)(C)C)cc3)cc12,9.8%,-33.4%[59 µM],0.0%,22.2%,u,-12.3%,-16.4%,-3.7,u
CCOc1ccc(S(=O)(=O)N2CCC(C(=O)Nc3ccccc3N3CCCC3)CC2)cc1,-2.0%,x,x,8.8%,x,-11.8%,x,2.7,x
COC(=O)C1CN(C(=O)COc2cc(C)c(Cl)c(C)c2)c2ccccc2O1 (stereo not given),x,-31.0%[2.33 µM],u,-0.7%,3.0%,-28.3%,97.0%[activator],-2.9,23.5%
CCn1c(SCC(=O)c2ccc(NC(C)=O)c(OC)c2)nnc1-c1ccc(NS(C)(=O)=O)cc1,-0.6%,12.2%[59 µM],9.2%,12.3%,-4.6%,-10.4%,17.7%,-4.4,-28.8%

# Part of the list above, bar-delimited.
compound | PGK inhibitor | G9a inh | Pin1 inh | GLS inhibitor | BAZ2B inh | POLH inh | HP1b binding inh | PI4K2A inh | JMJD2A Tudor inh
Cc1ccc(/C(O)=C2\C(=O)C(=O)N(C)C2c2cccc([N+](=O)[O-])c2)cc1 (stereo not given) | -9.6% | 79.4µM* | 1.3% | -1.2% | -21.3% | -9.5% | 25.5% | -0.7 | -7.5%
Cn1c(Cn2nnc3ccccc32)nnc1SCC(=O)c1ccccc1F | -3.0% | u | -2.8% | 12.6% | 7.1% | -12.2% | 23.4% | 1.3 | -9.9%

# Other entries follow.
SMILES,PGK inhibitor,G9a inh,Pin1 inh,GLS inhibitor,BAZ2B inh,POLH inh,HP1b binding inh,PI4K2A inh,JMJD2A Tudor inh
N#CCCN(C(=O)COC(=O)c1cc(S(=O)(=O)N2CCOCC2)ccc1Cl)c1ccc(F)cc1,-0.5%,u,3.7%,7.2%,7.1%,-16.6%,7.9%,1.5,-15.8%
COc1ccc(OCCCC(=O)NCc2ccco2)cc1,2.9%[11.5 µM],-13.1%[59 µM],-5.0%,-2.5%,-5.3%,-6.9%,15.6%,-0.9,-17.9%
O=C(Nc1nc2n(n1)C(c1ccccc1)C=C(c1ccccc1)N2)c1ccccc1 (stereo not given),-2.3%,10µM*,50.2%[activator],-6.7%,20µM*,-3.9%,50.3%[activator],1.4,56.2µM*
CCn1c(O)c(N=NC(=O)CNC(=O)c2ccco2)c2ccccc21,i,7.4%[59 µM],-2.0%,-1.8%,-2.7%,-2.5%,17.1%,2.1,-18.4%
COc1ccc(S(=O)(=O)N2CCCCCC2)cc1C(=O)NCCOc1ccc(C)cc1,-3.7%,-1.4%,-2.3%,3.5%,5.7%,-9.2%,27.0%,-1.0,-5.0%
C=CCOc1ccccc1OCC(O)CNC(C)C (stereo not given),1.5%,-31.7%[59 µM],0.1%,4.7%,-0.8%,-0.4%,21.2%,-1.7&-0.3,-18.0%
O=c1[nH]c(-c2ccccc2O)nc2c1CCCC2,4.1%,6.2%,1.5%,-3.1%,-3.3%,-14.6%,26.8%,6.3,-3.6%
CCOc1ccc(CN2CCN(CC3=Cc4cccc(OC)c4OC3)CC2CCO)cc1 (stereo not given),-7.7%,1.1%[12.7 µM],-10.2%,11.0%,-14.1%,-19.1%,16.3%,-2.9,-26.8%
CC(C)Oc1ccc(CCC(=O)N/N=C/c2ccc3c(c2)OCO3)cc1,-3.4%,1.5%,2.7%,-7.7%,-3.6%,-15.5%,-15.6%,2.5,-1.4%
CCCCn1c(N)c(N(CCC(C)C)C(=O)COC(=O)c2ccco2)c(=O)[nH]c1=O,0.0%,-9.3%[59 µM],u,1.9%,5.1%,0.6%,10.4%,-2.7,-6.4%
CN(CC(=O)Nc1cccc(S(=O)(=O)N(C)C)c1)Cc1ccccc1,-11.2%,7.1%,-1.2%,-4.8%,2.3%,-12.5%,33.4%,-0.4,-8.2%
CCc1ccc2[nH]cc(S(=O)(=O)c3ccc(C(C)C)cc3)c(=O)c2c1,-2.9%,8.5%[59 µM],9.1%,-7.3%,-7.1%,-1.7%,20.7%,1.0,-19.2%
CC(=O)c1ccc(N2CCN(C(=O)c3ccc4nc[nH]c4c3)CC2)cc1,-9.2%,15.5%[59 µM],-2.0%,-4.6%,-1.3%,-17.2%,24.2%,4.9,-6.4%
COc1cccc(-c2cc(C(=O)N3CCN(S(=O)(=O)c4ccccc4)CC3)[nH]n2)c1,3.7%,26.0%,1.6%,-0.7%,-11.4%,-17.4%,45.4%[activator],0.2,-20.4%

# JMJD2A Tudor inh: what is marked active above
SMILES,PGK inhibitor,G9a inh,Pin1 inh,GLS inhibitor,BAZ2B inh,POLH inh,HP1b binding inh,PI4K2A inh,JMJD2A Tudor inh
O=C(Nc1nc2n(n1)C(c1ccccc1)C=C(c1ccccc1)N2)c1ccccc1 (stereo not given),-2.3%,10µM*,50.2%[activator],-6.7%,20µM*,-3.9%,50.3%[activator],1.4,56.2µM*

# Screens (PubChem)
